Screening results from PubChem.
p53null 39C kill = kills p53 null cells at the nonpermissive temperature; H1299 p53-null (neo) cells, 39C, ATPlite viability, 24 h; Potency, µM (series often up to 46.1 µM), inactives show top-dose activity, negative = cell killing, actives largely listed as cytotoxic; 0.97% of 55,000 active; AID 904;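 note: potency is the fitted concentration of half-maximal effect; 0% = DMSO only and -100% = full killing by 100 µM tamoxifen; nearly all actives have a fitted effect of over 50% in size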
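Concentration-response (up to 46 uM) was run for 24 h at the nonpermissive 39C on H1299-p53A138V or H1299-neo cells. ATP content was measured with ATPlite luminescence. AC50 values were Hill-modeled after normalizing between DMSO and 100 uM tamoxifen killing.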
B2AR arrestin ag = beta-arrestin recruitment by human beta2-adrenergic receptor ligands. P07550. HTLA Tango cells, beta-arrestin recruitment, luciferase luminescence, 18 h. Potency, µM (highest dose often 46.1 µM), for inactives: top-dose activation, actives largely listed as activators. 44,000 tested, under 10 active. AID 1347077;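 note: potency is the fitted concentration of half-maximal effect; 0% = DMSO and full agonism = EC100 isoproterenol or metaproterenol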
Target sequence (P07550 whole entry, looked up): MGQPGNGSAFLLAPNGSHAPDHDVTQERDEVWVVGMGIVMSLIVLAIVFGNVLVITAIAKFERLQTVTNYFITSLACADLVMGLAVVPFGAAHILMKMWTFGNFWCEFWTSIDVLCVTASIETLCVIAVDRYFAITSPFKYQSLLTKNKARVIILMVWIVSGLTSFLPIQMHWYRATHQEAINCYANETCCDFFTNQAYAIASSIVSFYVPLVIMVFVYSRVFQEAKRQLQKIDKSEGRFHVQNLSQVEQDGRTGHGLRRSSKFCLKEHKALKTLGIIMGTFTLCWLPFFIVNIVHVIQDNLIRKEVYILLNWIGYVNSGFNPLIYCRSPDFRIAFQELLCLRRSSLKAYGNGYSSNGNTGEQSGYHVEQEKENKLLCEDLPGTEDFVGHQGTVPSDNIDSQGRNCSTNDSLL
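Tango cells (recombinant beta2-AR, beta-arrestin, tTA-driven luciferase), 1500/well in DMEM 1% FBS, treated 18 h at 37 °C with compounds up to 46 µM; luciferin mix added, luminescence read after 15 min; %activity curves fitted and curve-classed.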
GALK inhibitor = GALK (human) enzyme inhibition. P51570. recombinant GALK, Kinase-Glo ATP luminescence, 1 h. Potency, µM (top dose mostly 57.5 µM), inactives show at the highest dose activity, negative = inhibition, usual class: inhibitors. 44,000 tested, under 10 active. AID 1347072;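 note: plate controls were full GALK reaction for no effect and reaction lacking GALK for full effect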
Target sequence (P51570 whole entry, looked up): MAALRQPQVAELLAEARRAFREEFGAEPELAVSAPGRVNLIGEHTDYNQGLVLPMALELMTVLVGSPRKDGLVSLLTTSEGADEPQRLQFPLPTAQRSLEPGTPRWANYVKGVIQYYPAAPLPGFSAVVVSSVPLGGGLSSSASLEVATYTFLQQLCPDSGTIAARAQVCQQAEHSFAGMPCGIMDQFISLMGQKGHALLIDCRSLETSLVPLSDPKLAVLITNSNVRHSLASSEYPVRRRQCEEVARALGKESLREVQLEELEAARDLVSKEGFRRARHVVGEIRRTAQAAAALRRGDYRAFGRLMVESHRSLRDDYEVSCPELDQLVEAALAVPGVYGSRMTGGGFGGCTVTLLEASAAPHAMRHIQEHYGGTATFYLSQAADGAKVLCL
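5 nM GALK with 35 µM ATP and 100 µM galactose in HEPES pH 8.0, MgCl2, NaCl, DTT, BSA; 1 h RT reaction, remaining ATP detected by Kinase-Glo Plus luminescence after 10 min; qHTS concentration series.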
NTMT1 inhibitor = inhibitors of human N-terminal methyltransferase NTMT1. NTMT1 MTase-Glo SAH luminescence, purified enzyme. Potency, µM (doses to about 114 µM), without a hit: at the highest dose activity change, negative = inhibition, hits mostly inhibitors. 2.5% of 59,000 active. AID 1645870;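 note: potency is the fitted concentration of half-maximal effect; plate controls were DMSO vehicle for no effect and no enzyme for full effect; nearly all actives have a fitted effect of over 65% in size; many of its hits are not listed in these tables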
Target sequence (Q9BV86 whole entry, looked up): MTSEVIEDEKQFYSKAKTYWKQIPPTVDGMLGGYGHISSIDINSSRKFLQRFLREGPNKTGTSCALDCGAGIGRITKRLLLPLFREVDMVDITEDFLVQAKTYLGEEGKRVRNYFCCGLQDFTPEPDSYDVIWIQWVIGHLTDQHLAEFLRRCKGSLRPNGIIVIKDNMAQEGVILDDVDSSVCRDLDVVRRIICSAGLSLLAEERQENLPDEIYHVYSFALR
p53null 32C tox = p53 null cell cytotoxicity, permissive temperature; AID 903; Potency, µM (titrated, usually from 46.1 µM), inactives show at the top dose activity change, negative = cytotoxicity, usual class: cytotoxic; 0.62% of 55,000 active; H1299-neo p53 null cells, ATP luminescence, 24 h, 32C;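 note: potency is the fitted concentration of half-maximal effect; 0% = DMSO only and -100% = full killing by 100 µM tamoxifen; nearly all actives have a fitted effect of over 55% in size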
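Cells lacking p53 (H1299-neo) are plated at 600 per well and allowed to settle overnight at 37C. Test compounds (up to 46 uM) are added and held 24 hours at 32C, then ATP is quantified by luminescence.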
PTAP-TSG101 blk = inhibitors of HIV-1 PTAP binding to human TSG101, validation | Q99816 | Fluorescence polarization, FITC-PTAP peptide/Tsg101, 20 min | Potency, µM (titrated, usually from 115 µM), without a hit: at the top dose activity change, negative = inhibition, usual class: inhibitors | 44,000 tested, under 10 active; note: potency is the fitted concentration of half-maximal effect; 0% is about no effect
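FITC-labeled PTAP peptide (50 nM final) binding to Tsg101 binding domain (10 uM final) read by fluorescence polarization after 20 min at r.t. in HEPES pH 7.5 buffer. Actives by CRC class, <25 µM.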
FH mod = Identification of activators of human fumarate hydratase by quantitative high-throughput screening. Fumarate hydratase, mitochondrial (Homo sapiens), P07954. FH coupled MDH/diaphorase resazurin fluorescence, 15 min. Potency, µM (series often up to 79.9 µM), for inactives: top-dose activity change, negative = inhibition, usual class: inhibitors. 0.22% of 54,000 active; note: potency is the fitted concentration of half-maximal effect; % is set by controls: 0 for no effect and ±100 for the full control effect; the screen sought activators but most active calls are inhibition curves; nearly all actives have a fitted effect of over 45% in size
* = called active by the depositor; ? = inconclusive; · = no result given; [ ] = another dose, or the depositor's remark. Calls come from the whole dose curve; as a rule, active = well fitted curve in the direction sought with a large enough effect; inconclusive = small, poorly fitted or top-dose-only effect, or another doubt; inactive = no such curve, though single readings can be large; an effect the other way counts as inactive or inconclusive. The list is partial, so the mix of outcomes need not match the whole.

Screens by letter: A = p53null 39C kill; B = B2AR arrestin ag; C = GALK inhibitor; D = NTMT1 inhibitor; E = p53null 32C tox; F = PTAP-TSG101 blk; G = FH mod
Cc1ccc(CNC(=O)C2CCN(S(=O)(=O)c3ccc(F)cc3)CC2)cc1
  A: 46%[activator] | B: 1% | C: 3% | D: 12% | E: 7% | F: -1% | G: -2%
COc1ccc(CCNC(=O)C2CCN(c3nc4ccccc4nc3C(F)(F)F)CC2)c(OC)c1
  A: -8% | B: 0% | C: 3% | D: -4% | E: -8% | F: -5% | G: -1%
COc1ccc(C2C(=O)N(C3CCCCCC3)CC(=O)N2CCc2ccc(OC)c(OC)c2)cc1 (stereo unspecified)
  A: 8% | B: 0% | C: 0% | D: · | E: -7% | F: -7% | G: ·
Cc1cc(C)c(NC(=O)c2cc(CN3CCOCC3)on2)c(C)c1
  A: 0% | B: 0% | C: -1% | D: -2% | E: 5% | F: -1% | G: 2%
O=C(Cn1ccc2cc(S(=O)(=O)N3CCCC3)ccc21)NCc1ccccc1Cl
  A: -1% | B: 0% | C: 2% | D: -3% | E: -7% | F: 4% | G: 7%
COc1ccccc1CNC(=O)C1CCN(Cc2nc(-c3ccc(OC)c(OC)c3)oc2C)CC1
  A: -8% | B: 6% | C: 1% | D: ? | E: 5% | F: -3% | G: 1%
COc1ccc(CN(Cc2ccco2)c2cnc(S(C)(=O)=O)nc2C(=O)Nc2ccc(C)c(C)c2)cc1
  A: 0% | B: -3% | C: 0% | D: -3% | E: -2% | F: -3% | G: -36%
COc1ccc(NC(=O)CC2C(=O)N(c3ccccc3)C(=O)N2CCC2=CCCCC2)cc1 (stereo unspecified)
  A: -10% | B: -1% | C: -1% | D: -3% | E: -2% | F: -9% | G: -15%
COC(=O)c1cc(C)nc2c1c(=O)nc(SCc1ccccc1C)n2C1CC1
  A: 24% | B: 0% | C: -6% | D: 1% | E: 0% | F: -1% | G: -4%
CCOC(=O)c1cc(-c2ccc(OC)cc2)n(CCC(=O)Nc2cccc(C)c2C)c1C
  A: 28% | B: -1% | C: 2% | D: -29% | E: 0% | F: 4% | G: -6%
Cc1ccc(C)c(N2CCN(S(=O)(=O)c3ccc4c(c3)n(C)c(=O)c(=O)n4C)CC2)c1
  A: 0% | B: -2% | C: 0% | D: 0% | E: 3% | F: -4% | G: 3%
Cc1c(C(=O)NCc2ccccc2Br)oc2ccc3c(c12)C(=O)CC(C)(C)O3
  A: ? | B: 1% | C: -11% | D: 9% | E: 10µM* | F: 0% | G: -15%
CCCOC(=O)c1c(NC(=O)c2nc3ncccn3n2)sc(C(N)=O)c1C
  A: ? | B: 1% | C: 5% | D: ? | E: -2% | F: -7% | G: 10%
O=C1C(c2ccc(F)cc2)N(CCc2ccccc2)C(=O)CN1C1CCCCC1 (stereo unspecified)
  A: 13% | B: 3% | C: -1% | D: 1% | E: -6% | F: -1% | G: -21%
CCOC(=O)C1=C(CN2CCCCC2)NC(=O)NC1c1ccc(OC)cc1 (stereo unspecified)
  A: -9% | B: -1% | C: 0% | D: 1% | E: 4% | F: -2% | G: -3%
Cc1cn2c(=O)cc(COc3ccc(NC(=O)c4ccccc4C)cc3)nc2s1
  A: 8% | B: 0% | C: 2% | D: 3% | E: 2% | F: 2% | G: -15%
CCOc1ccc(NS(=O)(=O)c2cc(Br)cc3c2N(C(=O)C2CC2)CC3)cc1
  A: -6% | B: -2% | C: 3% | D: 1% | E: 24% | F: -6% | G: -3%
Cc1ccc(Cn2c(CNS(=O)(=O)c3ccc(Cl)s3)nc3cccnc32)cc1
  A: 7% | B: -1% | C: -4% | D: 8% | E: 15% | F: 0% | G: 1%
COc1ccc(N2CCN(C(=O)Cn3cnc4nc5c(cc4c3=O)CCCC5)CC2)cc1
  A: 7% | B: 2% | C: -4% | D: ? | E: 4% | F: 1% | G: -10%
COc1cccc(-c2nn(C)c3sc(C(=O)NCCc4cccc(C)c4)cc23)c1
  A: 16% | B: -2% | C: -2% | D: -1% | E: 29% | F: -3% | G: ?
CCc1ccc(NC(=O)CSc2nc3nc(C)cc(C)n3n2)cc1
  A: -10% | B: 0% | C: 0% | D: -1% | E: -8% | F: -14% | G: ?
CCCCNc1cc(N2CCN(C3CCCCC3)CC2)c2noc3c2c1C(=O)c1ccccc1-3
  A: 1% | B: -1% | C: 7% | D: -17% | E: -5% | F: 11% | G: -1%
O=C(NC1CCCCC1)c1ccc2c(c1)sc1nc(-c3ccccc3)cn12
  A: -18% | B: 0% | C: 2% | D: ? | E: -9% | F: 4% | G: 6%
Cc1ccc(C(=O)Nc2nnc(S(=O)(=O)N(C)Cc3ccc(F)cc3)s2)cc1
  A: -13% | B: 1% | C: -1% | D: 18% | E: -8% | F: 2% | G: 4%
COc1ccc(NC(=O)Nc2nnc(N(CC(C)C)CC(C)C)s2)c(OC)c1
  A: -12% | B: -2% | C: 2% | D: -1% | E: -3% | F: 0% | G: ?

Carrying on.
Screens by letter: A = p53null 39C kill; B = B2AR arrestin ag; C = GALK inhibitor; D = NTMT1 inhibitor; E = p53null 32C tox; F = PTAP-TSG101 blk; G = FH mod
O=C(O)c1ccc(N2C(=O)c3[nH]nc(-c4ccccc4)c3C2c2cccc(F)c2)cc1 (stereo unspecified)
  A: -1% | B: -1% | C: 4% | D: -14% | E: 7% | F: -17% | G: -7%
Cc1ccc(-c2nnn3c2nc(NCC(C)c2ccccc2)c2ccccc23)cc1 (stereo unspecified)
  A: -23% | B: 1% | C: -11% | D: 0% | E: ? | F: 0% | G: -21%
Cc1cccc(-n2c(C)nc3cc(C(=O)NCCC4=CCCCC4)ccc32)c1
  A: ? | B: 1% | C: 0% | D: 3% | E: 51%[activator] | F: -2% | G: -24%
CC1=C(C(=O)Nc2ccccc2)C(c2cccs2)n2nc(SCc3ccccc3F)nc2N1 (stereo unspecified)
  A: 2% | B: -1% | C: 1% | D: 14% | E: 3% | F: -5% | G: -1%
CCOc1cc2[nH]c(=O)n(CCCCC(=O)N3CCN(c4ccc(OC)cc4)CC3)c(=O)c2cc1OCC
  A: -14% | B: -1% | C: 2% | D: 0% | E: -7% | F: -6% | G: -5%
CCOC(=O)c1oc2c(c1C)-c1nn(Cc3ccc(Cl)cc3)cc1CC2
  A: 21% | B: -3% | C: 0% | D: -14% | E: 25% | F: 1% | G: 32µM*[activator]
COc1cccc(-c2cn3c(n2)sc2cc(C(=O)NCCc4ccc(OC)c(OC)c4)ccc23)c1
  A: -23% | B: 0% | C: 0% | D: -25% | E: 0% | F: -1% | G: -24%
Cn1c(=O)c2c(SCC(=O)N3CCc4ccccc43)nc(-c3ccccc3Cl)nc2n(C)c1=O
  A: 16% | B: 2% | C: 2% | D: -1% | E: -2% | F: 0% | G: -2%
CCOC(=O)c1c(NC(=O)c2ccc(C)cc2)sc2c1CCCCC2
  A: 13% | B: 1% | C: 2% | D: -27% | E: -2% | F: 1% | G: -3%
Fc1ccc(-n2ncc3c(NCCCn4ccnc4)ncnc32)cc1
  A: 15% | B: -1% | C: 2% | D: 5% | E: -17% | F: -10% | G: -5%
CCc1cccc(NC(=O)C(Cc2ccccc2)n2cccc2)c1 (stereo unspecified)
  A: -2% | B: 0% | C: -3% | D: 6% | E: 15% | F: 1% | G: -14%
Cc1ccc(-n2c(=O)c3c(cnn3C)n(CC(=O)Nc3cccc(C)c3)c2=O)cc1
  A: -5% | B: 1% | C: -1% | D: 0% | E: -1% | F: 3% | G: -4%
COc1cccc(N2CC(NC(=O)/C=C\c3ccccc3)CC2=O)c1 (stereo unspecified)
  A: 21% | B: -3% | C: 1% | D: 0% | E: 10% | F: 0% | G: -1%
CCOc1ccc(NC(=O)C(C)Sc2nnc3cc(C)c4ccccc4n23)cc1 (stereo unspecified)
  A: 7% | B: -4% | C: ? | D: 7% | E: -11% | F: -1% | G: -16%
COc1cccc(OCCSc2nc3ccccc3n2CC(=O)N2CCOCC2)c1
  A: -30% | B: -3% | C: 2% | D: -8% | E: -2% | F: -6% | G: -5%
COc1ccccc1C(=O)Nc1ccccc1OCc1cc(=O)n2cc(C)sc2n1
  A: -4% | B: -2% | C: 8% | D: -4% | E: 2% | F: -3% | G: -4%
COc1ccc(S(=O)(=O)NCc2ccc3c(c2)CCN3C(C)=O)cc1OC
  A: -8% | B: 0% | C: -9% | D: 13% | E: -6% | F: 7% | G: 7%
CCOc1ccccc1CNC(=O)CN(c1ccc(C)cc1)S(=O)(=O)N(C)C
  A: -4% | B: -3% | C: -1% | D: -4% | E: -5% | F: -8% | G: -2%
Cc1noc(/C=C/N(C)C)c1S(=O)(=O)N1CCCC(C(=O)Nc2cccc(F)c2)C1 (stereo unspecified)
  A: 33%[activator] | B: 0% | C: -2% | D: ? | E: 41%[activator] | F: 0% | G: -25%
CN1C(=O)Cc2cc(S(=O)(=O)CCC(=O)N3CCN(c4cccc(Cl)c4)CC3)ccc21
  A: -12% | B: -1% | C: 2% | D: 3% | E: -5% | F: -1% | G: -6%
Cc1cc(C)c(-c2csc(-c3cc4ccccc4oc3=O)n2)cc1C
  A: 15% | B: -2% | C: 2% | D: -4% | E: -3% | F: 1% | G: -10%
CCCCNC(=O)CCc1c(C)nc2c(c(C)nn2-c2ccccc2)c1C
  A: 0% | B: -3% | C: -1% | D: -2% | E: -3% | F: -5% | G: -4%
Cc1ccc(-c2cc(C(=O)Nc3ccc(SC(F)F)cc3)no2)cc1F
  A: -1% | B: -2% | C: 2% | D: · | E: -1% | F: -3% | G: ·
CC(C)(C)CC(C)(C)c1ccc(OCC(=O)Nc2ccc(S(=O)(=O)Nc3ncccn3)cc2)cc1
  A: -12% | B: 0% | C: 0% | D: -1% | E: -6% | F: -1% | G: -4%
Cc1cccc(C(=O)Nc2ccc(OCc3cc(=O)n4c5c(sc4n3)CCCC5)cc2)c1
  A: 4% | B: 0% | C: -1% | D: 3% | E: -5% | F: -3% | G: 6%

As a working copy, part of the list above:
Screens by letter: A = p53null 39C kill; B = B2AR arrestin ag; C = GALK inhibitor; D = NTMT1 inhibitor; E = p53null 32C tox; F = PTAP-TSG101 blk; G = FH mod
COc1cccc(OCCSc2nc3ccccc3n2CC(=O)N2CCOCC2)c1
  A: -30% | B: -3% | C: 2% | D: -8% | E: -2% | F: -6% | G: -5%
COc1ccccc1C(=O)Nc1ccccc1OCc1cc(=O)n2cc(C)sc2n1
  A: -4% | B: -2% | C: 8% | D: -4% | E: 2% | F: -3% | G: -4%
COc1ccc(S(=O)(=O)NCc2ccc3c(c2)CCN3C(C)=O)cc1OC
  A: -8% | B: 0% | C: -9% | D: 13% | E: -6% | F: 7% | G: 7%
CCOc1ccccc1CNC(=O)CN(c1ccc(C)cc1)S(=O)(=O)N(C)C
  A: -4% | B: -3% | C: -1% | D: -4% | E: -5% | F: -8% | G: -2%
Cc1noc(/C=C/N(C)C)c1S(=O)(=O)N1CCCC(C(=O)Nc2cccc(F)c2)C1 (stereo unspecified)
  A: 33%[activator] | B: 0% | C: -2% | D: ? | E: 41%[activator] | F: 0% | G: -25%
